Screening results deposited in PubChem by several laboratories.
V-ATPase pH: yeast V-ATPase proton transport regulation by pHLuorin | S. cerevisiae, pHLuorin cytosolic pH fluorescence | response, % at 10 µM | 350,000 compounds, 0.37% hits | AID 504577; in the data active = response mostly above about 7.3%, no sharp cut-off; inactive = mostly below about 5.4%; also: actives read high; inactives centre near 0; some compounds called inactive have numbers as strong as hits; reference of the scale not given here
CDK5 inh: CDK5/p35 (human) kinase inhibition | Q00535+Q15078 | Recombinant CDK5/p35, ADP-Glo luminescence, 60 min | inhibition, % at 10 µM | 330,000 compounds, 0.01% hits;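 active = highest replicate inhibition of at least 50% and at least 75% of replicates reaching 50%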;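 also: plate controls were DMSO neutral control for no effect and GW8510 at 10 µM for full effect; many of its hits are not listed in these tables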
Target sequence (Q00535 whole entry, looked up): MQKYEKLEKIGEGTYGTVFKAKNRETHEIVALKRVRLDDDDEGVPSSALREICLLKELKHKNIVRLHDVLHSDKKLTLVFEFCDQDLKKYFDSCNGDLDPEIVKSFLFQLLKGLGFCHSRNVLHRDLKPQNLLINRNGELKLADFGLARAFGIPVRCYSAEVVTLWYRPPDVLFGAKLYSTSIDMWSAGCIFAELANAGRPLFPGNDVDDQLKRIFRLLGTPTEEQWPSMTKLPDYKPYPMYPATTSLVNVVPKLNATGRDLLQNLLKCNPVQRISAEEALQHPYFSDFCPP
Target sequence (Q15078 whole entry, looked up): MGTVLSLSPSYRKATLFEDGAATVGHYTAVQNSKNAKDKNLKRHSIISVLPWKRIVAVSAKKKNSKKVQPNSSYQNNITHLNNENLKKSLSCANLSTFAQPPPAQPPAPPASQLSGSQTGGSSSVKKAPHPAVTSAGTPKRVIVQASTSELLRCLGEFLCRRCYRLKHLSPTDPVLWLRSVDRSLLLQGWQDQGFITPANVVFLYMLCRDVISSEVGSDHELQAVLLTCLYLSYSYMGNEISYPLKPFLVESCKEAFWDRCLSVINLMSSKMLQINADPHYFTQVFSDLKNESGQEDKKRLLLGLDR
PvdQ inh: P. aeruginosa PvdQ acylase inhibition | purified PvdQ acylase, fluorescence plate reader | inhibition, % at 10 µM | 340,000 compounds, 0.063% hits; in the data active = inhibition above about 30%, passing the limit was not always enough;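 also: 0% = vehicle neutral wells and 100% = reference inhibitor wells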
SR-BI HDL uptake: blocks mouse SR-BI lipid uptake from DiI-HDL; ldlA[mSR-BI] CHO cells, DiI-HDL uptake fluorescence, 3 h; inhibition, % at 12.5 µM; 320,000 compounds, 0.96% hits;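 active = mean replicate inhibition of at least 70% and a set share of replicates each scoring 70 or more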;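 also: 0% = median of neutral control wells and 100% = median of positive control wells; values of inactives mirror those of a sister screen read the other way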
dFosB act: enhances mouse delta FosB homodimer DNA binding; AID 493131; purified delta FosB, TAMRA-CDK5 oligo fluorescence polarization; percent of positive-control signal above neutral wells; activation, % at 25 µM; P13346; 340,000 compounds, 0.99% hits;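 active = mean activation above about 17%, with every replicate also reaching it, limit read from the data, passing the limit was not always enough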;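 also: fluorescence polarization rise as delta FosB binds a TAMRA Cdk5 AP-1 oligo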
Wnt act: activates Wnt/beta-catenin signaling in a reporter cell assay | activator, plate reader | activation, % at 9.35 µM | 300,000 compounds, 1.2% hits | AID 743398; in the data active = activation above about 30%, passing the limit was not always enough;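 also: 0% = neutral control wells and 100% = positive control wells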
MITF TRPM1 HTS: activators of MITF-driven TRPM1 promoter activity in SK-MEL-5 cells; SK-MEL-5 TRPM1-promoter luciferase, 24 h; % of positive control, neutral wells = 0; activation, % at 12.5 µM; 300,000 compounds, 0.75% hits; AID 588334;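 active = mean activation of at least 80% with every replicate also reaching 80%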;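 also: 0% = neutral control wells and 100% = parthenolide positive control wells; values of inactives mirror those of a sister screen read the other way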
HTR5A ag ctr: HTR5A agonism, opioid heterodimer counter-screen | HTR5A agonist assay, luminescence, cell-based | activation, % at 9.3 µM | 340,000 compounds, 0.61% hits | AID 504692; in the data active = activation mostly above about 9.5%, no sharp cut-off; inactive = mostly below about 7.6%;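 also: 0% = cells with vehicle only and 100% = reference agonist; strong numbers were not always called active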
Target sequence (P47898 whole entry, looked up): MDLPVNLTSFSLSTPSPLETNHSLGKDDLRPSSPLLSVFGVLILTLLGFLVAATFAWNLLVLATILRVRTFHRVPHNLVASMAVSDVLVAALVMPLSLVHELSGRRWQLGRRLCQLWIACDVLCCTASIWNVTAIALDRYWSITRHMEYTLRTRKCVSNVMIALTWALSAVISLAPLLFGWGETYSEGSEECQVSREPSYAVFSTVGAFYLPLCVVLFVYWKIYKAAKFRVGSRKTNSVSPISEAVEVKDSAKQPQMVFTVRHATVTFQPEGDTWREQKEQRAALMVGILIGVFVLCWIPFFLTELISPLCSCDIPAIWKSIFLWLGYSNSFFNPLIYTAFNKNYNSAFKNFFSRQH
HTR5A inv ctr: inverse agonist of human HTR5A in OPRM1-OPRD1 counter-screen; 340,000 compounds, 0.083% hits; inhibition, % at 9.3 µM; P47898; HTR5A cell line, luminescence, inverse agonism; in the data active = inhibition mostly above about 23%, no sharp cut-off; inactive = mostly below about 18%;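 also: 0% = cells with DMSO and 100% = no-cell wells with DMSO; some compounds called inactive have numbers as strong as hits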
NSD2 inh: inhibitors of human histone methyltransferase NSD2 | 310,000 compounds, 0.54% hits | inhibition, % at 12.5 µM | O96028 | NSD2 peptide methylation, AlphaScreen, 120 min; in the data active = inhibition above about 50%
* marks the source's active call; other numbers are inactive results; nt = no result given. Compounds as they come; 5% or so of the library scored in one or more.

#1 Cc1cccc(N2CCN(CC(O)COc3ccc(Cl)cc3)CC2)c1 (centres undefined)
#2 Cc1cccc(CCN(CC(=O)NC2CCCCC2)C(=O)c2csnn2)c1
#3 COc1ccc([C@@H]2[C@H]3C(=O)N(c4cccc(C(F)(F)F)c4)C(=O)[C@H]3ON2C)cc1
#4 O=C1c2ccccc2-c2ccc(C(=O)N3CCCCC3)cc21
#5 O=C(C1=COCCO1)N1CCN(C(c2ccccc2)c2ccccc2)CC1
#6 CC(C)(CN1CCC(Cc2ccccc2)CC1)NS(=O)(=O)c1ccccc1
#7 CCOC(=O)c1ccc(NC(=O)Nc2ccc(S(N)(=O)=O)cc2)cc1
#8 Cc1ccccc1-n1c(-c2ccc(=O)[nH]n2)n[nH]c1=S

Screen / compound no.	1	2	3	4	5	6	7	8
V-ATPase pH	4	2	-2	2	-5	-2	1	0
MITF TRPM1 HTS	8	4	-4	31	nt	-6	5	-4
Wnt act	2	0	nt	5	-7	0	nt	0
NSD2 inh	-11	-1	0	-3	-2	0	-9	-2
dFosB act	-2	6	-11	-5	-5	-6	-24	-5
HTR5A ag ctr	2	-2	-1	-1	-2	-1	3	3
CDK5 inh	0.1	0.6	-2.7	-0.1	-1.0	-5.6	-1.7	-1.9
PvdQ inh	3	-8	-6	5	7	-4	-14	8
SR-BI HDL uptake	2	-9	-25	-17	-15	4	-11	-5
HTR5A inv ctr	-7	4	24	4	7	2	-7	21

#9 COc1cc(CN2CC(=O)N(c3cccc(Cl)c3C)C2=S)cc(OC)c1OC
#10 CCOC(=O)N1CCN(C(=O)CCn2c(=S)[nH]c3ccccc3c2=O)CC1
#11 O=C1c2ccccc2C(=O)c2cc(NC(=O)C3CC3)ccc21
#12 CCCOc1ccc(-c2nc(OCC)c3ccccc3n2)cc1
#13 COCCN(C(=O)c1cccc(-n2cnnn2)c1)c1c(N)n(CC(C)C)c(=O)[nH]c1=O
#14 Cc1ccccc1OCC(=O)N1N=C(C(F)(F)F)CC1(O)C(C)(C)C (centres undefined)
#15 CC(=O)Oc1ccccc1C(=O)C=Cc1cccc([N+](=O)[O-])c1
#16 O=C(c1ccc(Cl)c(S(=O)(=O)N2CCCCC2)c1)N1CCCCC1

Screen / compound no.	9	10	11	12	13	14	15	16
V-ATPase pH	9	-4	4	-1	4	-3	-1	1
MITF TRPM1 HTS	-4	-16	50	52	6	nt	-93	3
Wnt act	-2	1	23	28	0	-1	-5	0
NSD2 inh	-1	2	0	0	-3	nt	12	-4
dFosB act	-5	-3	-8	-1	-2	-4	-6	-7
HTR5A ag ctr	1	-3	6	2	-3	3	-2	2
CDK5 inh	1.7	0.7	0.4	-2.2	0.2	-1.5	2.4	1.4
PvdQ inh	-17	-5	-6	-10	-7	-6	-9	-5
SR-BI HDL uptake	29	-1	20	8	-1	-14	9	36
HTR5A inv ctr	-4	1	8	4	-6	-9	6	-6

An excerpt from above in order of SMILES length, ascending:
#12 CCCOc1ccc(-c2nc(OCC)c3ccccc3n2)cc1
#4 O=C1c2ccccc2-c2ccc(C(=O)N3CCCCC3)cc21
#11 O=C1c2ccccc2C(=O)c2cc(NC(=O)C3CC3)ccc21
#8 Cc1ccccc1-n1c(-c2ccc(=O)[nH]n2)n[nH]c1=S
#2 Cc1cccc(CCN(CC(=O)NC2CCCCC2)C(=O)c2csnn2)c1
#16 O=C(c1ccc(Cl)c(S(=O)(=O)N2CCCCC2)c1)N1CCCCC1
#6 CC(C)(CN1CCC(Cc2ccccc2)CC1)NS(=O)(=O)c1ccccc1
#9 COc1cc(CN2CC(=O)N(c3cccc(Cl)c3C)C2=S)cc(OC)c1OC
#10 CCOC(=O)N1CCN(C(=O)CCn2c(=S)[nH]c3ccccc3c2=O)CC1
#13 COCCN(C(=O)c1cccc(-n2cnnn2)c1)c1c(N)n(CC(C)C)c(=O)[nH]c1=O

Screen / compound no.	12	4	11	8	2	16	6	9	10	13
V-ATPase pH	-1	2	4	0	2	1	-2	9	-4	4
MITF TRPM1 HTS	52	31	50	-4	4	3	-6	-4	-16	6
Wnt act	28	5	23	0	0	0	0	-2	1	0
NSD2 inh	0	-3	0	-2	-1	-4	0	-1	2	-3
dFosB act	-1	-5	-8	-5	6	-7	-6	-5	-3	-2
HTR5A ag ctr	2	-1	6	3	-2	2	-1	1	-3	-3
CDK5 inh	-2.2	-0.1	0.4	-1.9	0.6	1.4	-5.6	1.7	0.7	0.2
PvdQ inh	-10	5	-6	8	-8	-5	-4	-17	-5	-7
SR-BI HDL uptake	8	-17	20	-5	-9	36	4	29	-1	-1
HTR5A inv ctr	4	4	8	21	4	-6	2	-4	1	-6

#3 COc1ccc([C@@H]2[C@H]3C(=O)N(c4cccc(C(F)(F)F)c4)C(=O)[C@H]3ON2C)cc1

Screen / compound no.	3
V-ATPase pH	-2
MITF TRPM1 HTS	-4
Wnt act	nt
NSD2 inh	0
dFosB act	-11
HTR5A ag ctr	-1
CDK5 inh	-2.7
PvdQ inh	-6
SR-BI HDL uptake	-25
HTR5A inv ctr	24

Further structures follow.
#17 O=C(Cc1ccccc1)NN1C(=O)C2C3C=CC(C3)[C@@H]2C1=O (some centres undefined)
#18 COc1ccc(N/N=C(\C#N)C(=N)N2CCOCC2)cc1
#19 COc1ccc(-c2nnc(SC(=O)N3c4ccccc4Sc4ccccc43)o2)cc1
#20 COC(=O)c1cccc(COC(=O)c2ccccc2NC(=O)c2ccco2)c1
#21 Cc1cccc(OCCC(=O)Nc2ccc(N3CCOCC3)cc2N2CCOCC2)c1
#22 Cc1cc(C)c(S(=O)(=O)N2CCCC2=O)cc1N(C)S(C)(=O)=O
#23 COc1cc(N=Nc2ccc(C(=O)N(C)C)cc2)c(C)cc1N
#24 CCOCCCNC(=O)C(NC(=O)Cc1c[nH]c2ccccc12)c1ccccc1 (centres undefined)

Screen / compound no.	17	18	19	20	21	22	23	24
V-ATPase pH	0	-1	3	1	0	-2	1	1
MITF TRPM1 HTS	-9	17	-22	nt	-9	nt	2	-11
Wnt act	nt	3	nt	nt	1	0	-3	-3
NSD2 inh	-1	-3	0	-5	2	2	14	-1
dFosB act	7	-3	-3	-20	4	1	-6	-4
HTR5A ag ctr	5	0	-1	1	2	-1	3	1
CDK5 inh	0.4	0.1	-0.5	-2.3	0.3	0.0	-0.6	-0.3
PvdQ inh	15	-5	4	13	-13	-20	-9	-9
SR-BI HDL uptake	4	11	-16	43	1	-9	24	2
HTR5A inv ctr	-3	-3	-2	-2	-6	4	-11	-3

#25 Cc1nn(-c2ccccc2)nc1C(=O)c1c(C)[nH]n(-c2ccccc2)c1=O
#26 CC(=O)Nc1ccc2sccc2c1
#27 Cc1onc(-c2c(Cl)cccc2Cl)c1C(=O)c1ccccc1
#28 CN(C(=O)c1ccc(NC(=O)Cc2cccc(NC(=O)C3CCN(C(=O)C4CCCCC4)CC3)c2)cc1)C1CCCC1
#29 CCOC(=O)C(C(=O)OCC)C1CS(=O)(=O)CC1C(C(=O)OCC)C(=O)OCC (centres undefined)
#30 CCOC(=O)C1CCN(C(=O)c2oc3ccc4c(c3c2C)C(O)CC2(CCCCC2)O4)CC1 (centres undefined)
#31 Cn1c(-[n+]2c(-c3ccccc3)cc(-c3ccccc3)cc2-c2ccccc2)nc2cc([N+](=O)[O-])ccc21
#32 COc1cc(OC)cc(C(=O)OCC(=O)N(C)c2ccccc2)c1

Screen / compound no.	25	26	27	28	29	30	31	32
V-ATPase pH	1	0	-1	0	6	2	0	4
MITF TRPM1 HTS	nt	-3	5	-14	-7	-19	-13	3
Wnt act	6	0	-3	-1	nt	0	0	-3
NSD2 inh	-1	-4	-6	nt	nt	21	-3	-2
dFosB act	3	-3	-9	-1	-4	-8	-3	-2
HTR5A ag ctr	3	0	1	8	0	2	1	10
CDK5 inh	0.0	-1.0	0.0	-0.8	3.1	nt	-1.8	1.1
PvdQ inh	1	-8	-3	2	15	-8	-15	1
SR-BI HDL uptake	-21	-12	-1	49	2	0	-31	19
HTR5A inv ctr	2	10	-19	-2	9	3	-23	21

#33 COc1ccc(S(=O)(=O)Cc2ccc(C(=O)N3CCN(C4CCCCC4)CC3)o2)cc1
#34 CCOC(=O)c1c(S(=O)(=O)NCC(=O)NCc2ccc(C)cc2)c(C)n(C)c1C
#35 Cc1[nH]c2ccc3ncccc3c2c1C
#36 COc1ccccc1N(CC(=O)Nc1cccnc1)S(=O)(=O)c1ccccc1
#37 COCc1cc(/C=N\NC(=O)Cc2ccc(OC)cc2)ccc1OC
#38 CC(Oc1cccc(Cl)c1)C(=O)Nc1ccccc1N1CCCCC1 (centres undefined)
#39 Clc1ccc(CSc2cc3c(nn2)-c2ccccc2CC3)cc1Cl
#40 CC1=NN(C(=O)Cc2ccccc2)C(O)(c2cccnc2)C1 (centres undefined)

Screen / compound no.	33	34	35	36	37	38	39	40
V-ATPase pH	1	-1	4	0	-3	6	1	1
MITF TRPM1 HTS	3	-3	28	14	5	-4	21	-3
Wnt act	-3	0	3	-2	-1	-5	nt	nt
NSD2 inh	nt	0	2	-1	0	-3	-1	-2
dFosB act	-4	-4	-3	-7	1	0	-2	-2
HTR5A ag ctr	3	2	-4	-4	-2	-3	1	-2
CDK5 inh	-1.0	0.4	1.1	0.3	-2.2	-0.6	0.8	-1.4
PvdQ inh	-4	-3	-15	13	-5	-11	-13	-15
SR-BI HDL uptake	-23	-3	-12	8	-12	58	0	-27
HTR5A inv ctr	-8	-2	14	-7	12	8	-4	8

#41 CCc1ccn2cc(-c3cc(-c4ccccc4)no3)nc2c1
#42 Cc1ccccc1NC(=O)c1ccc(Cn2cc([N+](=O)[O-])cn2)o1
#43 O=C1/C(=C/c2ccccc2)Oc2cc(OC(=O)N3CCOCC3)ccc21
#44 Cc1cc(C)nc(SCC(=O)c2ccc3c(c2)OCCO3)n1
#45 COc1ccc(S(=O)(=O)N2CCc3ccccc32)cc1C(=O)Nc1ccc(C(N)=O)cc1
#46 COc1ccc(-c2cn3c(C)c(C(=O)N4CCc5ccccc5C4)sc3n2)cc1
#47 O=C(Nc1nnc(C2CC2)s1)c1cc(S(=O)(=O)N2CCN(c3ccccc3)CC2)ccc1Cl
#48 O=C(O)Cc1cccc2ccccc12
#49 CC1CN(S(=O)(=O)c2cccc(C(=O)OCC(=O)N3CCCCCC3)c2)CC(C)O1 (centres undefined)

Screen / compound no.	41	42	43	44	45	46	47	48	49
V-ATPase pH	-2	3	0	-4	9	3	-2	-1	0
MITF TRPM1 HTS	nt	-8	14	27	3	nt	-1	-2	2
Wnt act	-9	nt	nt	1	-2	nt	nt	-2	2
NSD2 inh	nt	0	2	nt	1	nt	-2	nt	-2
dFosB act	-21	-11	-8	-8	2	-6	1	1	1
HTR5A ag ctr	2	3	2	-6	9	1	1	1	-2
CDK5 inh	-0.8	-4.3	0.2	1.6	-0.5	0.0	0.3	1.6	-2.3
PvdQ inh	-6	-12	13	-12	-9	-1	-2	-13	-9
SR-BI HDL uptake	5	-18	-22	9	21	38	17	9	9
HTR5A inv ctr	7	-9	7	13	-23	-6	4	-5	6
